Screening data deposited in PubChem by NMMLSC.
LAP4 TOR yeast: modulators of LAP4-GFP expression in yeast, primary screen, S. cerevisiae, multiplex flow cytometry, MLPCN library. 320,000 tested, 0.34% active. 3 h; median GFP as percent of DMSO wells. AID 2023, 2009. GFP response vs DMSO, % at 10 µM;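 active = GFP response vs DMSO above a set limit, about the screen mean plus 3 SD, cut at about 150% in these data; inconclusive = under 70 cell events counted for the yeast strain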
MEP2-GFP yeast: modulators of MEP2-GFP levels in yeast, primary screen, S. cerevisiae, multiplex flow cytometry, MLPCN library | 330,000 tested, 0.51% active | AID 2016, 2009 | S. cerevisiae MEP2-GFP strain, 3 h; 100% = DMSO control level | GFP response vs DMSO, % at 10 µM;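 active = GFP response versus DMSO above a set limit, roughly screen mean plus 3 SD, cut at about 180% in these data; inconclusive = fewer than 70 cells counted for a yeast strain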;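 note: median GFP fluorescence of the barcode-gated MEP2-GFP cells per well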
AGP1 TOR yeast: modulators of AGP1-GFP expression in yeast TOR pathway, primary screen, cell-based, multiplex flow cytometry, S. cerevisiae, MLPCN library | 3 h; GFP as percent of DMSO wells | GFP response vs DMSO, % at 10 µM | 320,000 tested, 0.02% active;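 active = GFP response relative to DMSO above a set limit, near screen average plus 3 SD, cut at about 150% in these data; inconclusive = fewer than 70 cells counted for the yeast strain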;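 note: median GFP channel fluorescence of the gated AGP1 strain per well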
RPL19A-GFP yeast: RPL19A-GFP expression modulators in yeast, primary screen, cell-based, S. cerevisiae, multiplex flow cytometry, MLPCN; AID 2025, 2009; 330,000 tested, 0.3% active; S. cerevisiae RPL19A-GFP strain, 3 h; active compounds read low; percent response vs DMSO, % at 10 µM;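 active = percent response vs DMSO below 50%; inconclusive = fewer than 70 events counted for the yeast strain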;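 note: median channel GFP fluorescence of the barcoded RPL19A-GFP strain; ratio of sample median GFP to plate DMSO average so 100% = DMSO; lower means less RPL19A-GFP as with rapamycin TOR inhibition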
Yeast superoxide: reduction of superoxide in aged yeast, primary screen, HTS. S. cerevisiae aged cells, superoxide DHE fluorescence; active compounds read low. superoxide response (% of plate mean), % at 10 µM. 330,000 tested, 0.18% active;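 active = superoxide response under a set limit, about three screen SD below normal, cut at about 65% in these data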;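 note: yeast aged for seven days with compound at 30 °C before DHE staining; 100% = average MFI of all compound-treated wells on the plate with controls excluded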
VLA-4 inh: inhibition in human VLA-4 binding assay, primary screen, VLA-4 allosteric modulator project, MLPCN library, flow cytometry, VLA-4 expressing cells; ligand binding flow cytometry; inhibition, % (about 7 µM as worked out from the volumes in the protocol); 330,000 tested, 0.2% active; AID 2557, 2010; in the data active = inhibition above about 50%
CIT2 TOR yeast: modulators of CIT2-GFP expression in yeast, primary screen, S. cerevisiae, GFP fusion, multiplex flow cytometry, MLPCN library. S. cerevisiae CIT2-GFP strain, 3 h; 100 means same as DMSO wells. GFP response vs DMSO, % at 10 µM. 320,000 tested, 0.065% active. AID 2029, 2009;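 active = GFP response relative to DMSO above a set limit, near the screen mean plus 3 SD, cut at about 150% in these data; inconclusive = Fewer than 70 cells measured for a yeast strain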;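 note: ratio of well median GFP fluorescence to mean of DMSO wells on the plate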
GRK2 inh: compounds blocking aptamer binding on GRK2 – biochemical, human GRK2, bead flow cytometry, HTS, primary screen; FAM-aptamer displacement from GRK2; inhibition of aptamer binding, % at 10 µM; 330,000 tested, 0.59% active; AID 488847, 2010;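 active = inhibition of aptamer binding above 40%, roughly 3 SD of noise, on plates passing a quality check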;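 note: median bead fluorescence of bound FAM aptamer so fluorescent compounds give negative values; no value below 0 was filed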
Target sequence (P25098 whole entry, looked up): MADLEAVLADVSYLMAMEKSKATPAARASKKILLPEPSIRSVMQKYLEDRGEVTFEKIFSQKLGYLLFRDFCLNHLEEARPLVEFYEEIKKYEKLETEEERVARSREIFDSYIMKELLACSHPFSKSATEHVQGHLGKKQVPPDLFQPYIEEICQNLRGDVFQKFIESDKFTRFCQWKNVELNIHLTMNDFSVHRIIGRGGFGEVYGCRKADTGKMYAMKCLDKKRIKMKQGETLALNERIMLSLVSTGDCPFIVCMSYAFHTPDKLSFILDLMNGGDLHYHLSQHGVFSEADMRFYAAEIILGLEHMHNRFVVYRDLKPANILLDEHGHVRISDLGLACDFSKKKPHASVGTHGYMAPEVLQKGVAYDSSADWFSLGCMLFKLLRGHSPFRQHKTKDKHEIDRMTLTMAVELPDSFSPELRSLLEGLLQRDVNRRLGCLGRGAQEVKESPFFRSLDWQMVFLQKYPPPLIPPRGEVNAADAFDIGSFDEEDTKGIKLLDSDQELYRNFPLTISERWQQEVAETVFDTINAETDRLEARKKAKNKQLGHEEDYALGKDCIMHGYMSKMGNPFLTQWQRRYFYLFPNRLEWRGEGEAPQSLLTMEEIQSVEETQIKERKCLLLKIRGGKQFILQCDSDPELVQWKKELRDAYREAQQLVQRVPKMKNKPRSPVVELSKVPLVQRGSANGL
Active calls of the source: *; ? = inconclusive; . = not tested or not shown.

A first look:
SMILES	LAP4 TOR yeast	MEP2-GFP yeast	AGP1 TOR yeast	RPL19A-GFP yeast	Yeast superoxide	VLA-4 inh	CIT2 TOR yeast	GRK2 inh
CSc1ccccc1C(=O)NC1CCCCCC1	107	110	99	99	96	1	92	0
COc1cccc(-n2c(SCC(=O)Nc3sc4c(c3C(N)=O)CCC4)nc3ccccc3c2=O)c1	88	107	105	103	99	18	115	0

All compounds of this part, previewed entries included:
SMILES	LAP4 TOR yeast	MEP2-GFP yeast	AGP1 TOR yeast	RPL19A-GFP yeast	Yeast superoxide	VLA-4 inh	CIT2 TOR yeast	GRK2 inh
CSc1ccccc1C(=O)NC1CCCCCC1	107	110	99	99	96	1	92	0
COc1cccc(-n2c(SCC(=O)Nc3sc4c(c3C(N)=O)CCC4)nc3ccccc3c2=O)c1	88	107	105	103	99	18	115	0
Cc1ccnc2nc(C(=O)OCC(=O)c3c[nH]c4ccccc34)nn12	101	102	99	108	102	8	107	6
CCCCN(CC)c1nc(N)c(C#N)c(CC#N)c1C#N	101	101	101	99	107	-4	95	11
CCCC(C)C(=O)Nc1cc([N+](=O)[O-])ccc1Cl (stereo unspecified)	101	102	103	101	103	11	103	3
C/C(=N\NC(=O)C1CC1)c1cccnc1	87	99	99	96	107	1	98	0
COc1ccccc1CNC(=O)COC(=O)c1ccc(-n2cnnn2)cc1	106	96	109	94	89	4	108	0
CC(C)Oc1ccc(-c2nn(-c3ccccc3)cc2/C=c2\sc3ncnn3c2=O)cc1	106	129	103	100	113	-18	108	0
CCNC(=O)C1CCCN1S(=O)(=O)c1ccc(C)cc1 (stereo unspecified)	89	95	90	87	111	-9	88	0
O=C(NCCc1nc2ccccc2[nH]1)/C(=C/c1ccco1)NC(=O)c1ccc(Br)cc1	94	102	103	104	99	8	102	0
O=C(Nc1nnc(/N=C/c2ccco2)s1)c1ccc(F)cc1	108	107	110	100	90	-2	103	0
O=C(NCCc1ccccc1)c1ccc2c(c1)OCCO2	105	108	96	99	107	22	102	0
COc1ccc(NC(=O)CCN2CCN(S(=O)(=O)c3ccc(OC)cc3)CC2)cc1	104	100	100	98	99	9	101	3
Cc1ccc2nc(-c3ccccc3)c(CN3CCN(c4ccccc4F)CC3)n2c1	100	100	93	101	94	4	100	7
Cc1cc(C(=O)CN2C(=O)NC3(CCC(C)CC3)C2=O)c(C)n1C (stereo unspecified)	115	106	112	101	98	2	109	0
O=S(=O)(NCC1CCN(c2ccc(S(=O)(=O)N3CCOCC3)cc2)CC1)c1ccc(F)cc1	96	103	95	101	96	-5	97	0
CCN(Cc1ccccc1)C(c1ccc(C)cc1)c1nnnn1C(C)(C)C (stereo unspecified)	95	99	98	96	91	7	101	0
CC(C)(C)c1ccc(SCCc2ccccn2)cc1	95	80	107	93	108	0	105	2
COc1ccccc1C(=O)NC(=O)CSc1nnc(N)s1	96	98	98	96	92	2	96	1
CN(C)C(=O)N1CCC(C(=O)N2CCCC(C(=O)c3cccc4ccccc34)C2)CC1 (stereo unspecified)	104	?	?	93	87	13	97	2
CC(=O)Nc1nc(N)n(-c2ccccc2)n1	90	104	101	98	105	14	106	5
CCOc1cc(CNCc2ccncc2)cc(Br)c1OCc1ccccc1F	91	94	92	92	100	3	99	1
O=C(N/N=C/c1ccc(F)cc1)c1cc(-c2ccc3c(c2)OCO3)n[nH]1	108	94	108	99	64*	2	109	0
Cc1ccc(NC(=O)c2ccc(S(=O)(=O)NCC3CCCO3)cc2)cc1 (stereo unspecified)	95	93	73	109	95	-6	65	2

2 records drawn at random from those above, as already listed:
SMILES	LAP4 TOR yeast	MEP2-GFP yeast	AGP1 TOR yeast	RPL19A-GFP yeast	Yeast superoxide	VLA-4 inh	CIT2 TOR yeast	GRK2 inh
Cc1ccc2nc(-c3ccccc3)c(CN3CCN(c4ccccc4F)CC3)n2c1	100	100	93	101	94	4	100	7
O=C(N/N=C/c1ccc(F)cc1)c1cc(-c2ccc3c(c2)OCO3)n[nH]1	108	94	108	99	64*	2	109	0

The results go on:
SMILES	LAP4 TOR yeast	MEP2-GFP yeast	AGP1 TOR yeast	RPL19A-GFP yeast	Yeast superoxide	VLA-4 inh	CIT2 TOR yeast	GRK2 inh
CC(=O)c1ccc(NC(=O)CCc2ccc(C)o2)cc1	97	100	100	103	95	3	94	0
Cc1ccc(N(C)C(=O)CN(C)S(=O)(=O)c2ccc3c(c2)n(C)c(=O)c(=O)n3C)cc1	93	112	110	112	115	7	105	4
Cc1ccc(OCC(=O)NNC(=O)C2CC(=O)N(c3ccc4c(c3)OCCO4)C2)cc1 (stereo unspecified)	99	89	87	89	88	-10	89	0
CC(=O)Nc1ccc(NC(=O)C(C)OC(=O)c2cccc(S(=O)(=O)N3CCCC3)c2)cc1 (stereo unspecified)	95	92	102	97	101	22	101	2
C/C(=N\O)C(=O)NCc1ccncc1	88	100	101	98	89	8	106	0
CC(=O)Oc1ccc(/C=C2\C=C(c3ccc(C)cc3)OC2=O)cc1	97	110	109	110	100	-4	101	0
COc1ccc(CCC(=O)OCC(=O)NC(=O)c2ccc(Cl)cc2)cc1	94	96	87	94	85	-24	87	3
Cc1ccc(Oc2ncccc2C(=O)NC2CCSC2=O)cc1 (stereo unspecified)	106	105	102	96	106	5	102	0
CCOC(=O)COc1nc(C)c(Br)c(OC)n1	104	97	93	90	94	-10	87	2
Cc1nnc(SCC(=O)NC2CCCCC2)n1C1CCCCC1	101	107	109	105	122	1	103	0
Cc1cccc(NC(=O)CN(c2ccc(F)cc2)S(C)(=O)=O)c1	97	93	91	93	97	10	80	0
COc1ccccc1N1CCN(C(=O)C2CCCO2)CC1 (stereo unspecified)	103	109	106	100	102	6	109	0
Cn1c(NNC(=O)c2ccccc2F)cc(=O)n(C)c1=O	102	95	86	100	105	7	97	0
CCOC(=O)CN1C(=O)C(O)(CC(=O)c2ccc3c(c2)CCCC3)c2ccccc21 (stereo unspecified)	88	102	102	98	101	1	86	1
COCc1ccc(C(=O)N(C)CC2CCCN(CCc3ccc(OC)cc3)C2)o1 (stereo unspecified)	103	113	106	108	103	8	109	3
CCOC(=O)c1cccc(NC(=O)c2ccc(N(C)C)cc2)c1	119	104	97	103	95	-1	97	0
Cc1ncc(C[n+]2csc(CCOC(=O)CC3C4CC5CC(C4)CC3C5)c2C)c(N)n1 (stereo unspecified)	104	105	102	102	94	32	96	0
CC1CCC2C(=O)N(c3cccc(OS(=O)(=O)c4ccccc4)c3)C(=O)C2C1 (stereo unspecified)	95	93	99	98	95	0	96	1
CC(=O)c1ccc(NC(=O)COC(=O)CCc2ccc(S(=O)(=O)N3CCOCC3)cc2)cc1	95	108	99	106	90	0	97	1
O=C(NNS(=O)(=O)c1ccccc1)c1ccc(F)cc1	87	109	97	106	106	-15	119	.
C=C(C)Cn1c(SCC(=O)O)nnc1-c1ccc(OC)cc1	94	95	91	91	97	-1	95	2
c1ccc(NC2=NCCN2CC2CCCCC2)cc1	98	103	97	100	106	16	95	16
Nc1nc(Nc2ccccc2F)nc(NCCO)c1[N+](=O)[O-]	105	93	97	95	100	-11	90	0
CC(C)[C@H](NC(=O)N1c2ccccc2NC(=O)[C@@H]1C(C)C)C(=O)N1CCC(C(=O)O)CC1	88	86	90	91	87	10	88	2
CCN(CC)c1ccc(NC(=O)c2cnn(CC)c2)cc1	102	103	99	91	94	-14	111	6
O=C(CN1C(=O)NC2(CCCC2)C1=O)Nc1ccc(F)c([N+](=O)[O-])c1	93	95	96	99	122	4	96	0
O=C1CCOc2cc(OCc3ccccc3)ccc21	110	102	37	71	98	8	73	4
CS(=O)(=O)N(CC(=O)NCCSc1ccccc1)c1ccc2c(c1)OCO2	97	102	100	98	83	9	108	0
CCC(C)[C@H](NC(=O)NCc1ccc(F)cc1)C(=O)O (stereo partly specified)	106	105	103	104	97	6	89	0
CCN(CC)S(=O)(=O)c1ccc(N2CCCC2)c(NS(=O)(=O)c2ccccc2)c1	91	98	97	101	72	-14	108	0
Cc1ccc2c(c1)C1(OCCCO1)C(=O)N2CC(=O)NN	110	100	105	92	97	20	100	1
CCCNC(=O)Cc1ccsc1	83	95	90	86	110	0	73	1
COC(=O)Nc1nn(-c2ccc(C)cc2)c(=O)c(C#N)c1C	106	109	107	115	86	10	109	0
Cc1cccc(C)c1NC(=O)NC1(C(=O)N2CCCCC2)CCCCC1	97	104	105	101	89	14	106	2
C[C@H](CO)N1C[C@H](C)[C@@H](CN(C)Cc2ccc3c(c2)OCO3)Oc2c(NC(=O)C3CC3)cccc2C1=O	101	96	97	92	96	6	91	0
COc1ccc(OC)c2c(C)c(C)[nH]c12	94	103	96	99	95	-30	97	2
COc1ccc(Cc2nnc(SCC(=O)Nc3cc(Cl)ccc3OC)[nH]c2=O)cc1	101	92	96	94	86	-3	98	2
COc1ccc(-c2cc(C(F)(F)F)n3nc(C(=O)NCc4ccco4)cc3n2)cc1OC	98	103	98	101	92	-6	99	0
Cc1ccc(OCc2n[nH]c(=S)n2-c2ccc(C)cc2)cc1	115	113	99	96	96	-1	95	2
Cc1nnsc1SCCNC(=O)Nc1ccc(Cl)cc1	94	100	99	101	87	8	95	2
N#Cc1c(NCCO)ccc([N+](=O)[O-])c1NCCO	115	118	114	105	94	-1	111	0
O=C(O)CCNC(=O)/C(=C/C=C/c1ccccc1)NC(=O)c1ccccc1	92	99	95	102	111	8	98	7
Cc1cc(C(=O)Nc2ncn[nH]2)ccc1[N+](=O)[O-]	89	107	100	105	109	2	104	0
COc1cc(C(=O)NC2CCCC(C)C2C)ccc1OCC(=O)N1CCOCC1 (stereo unspecified)	98	106	108	104	148	-3	108	1
O=C(CCN1C(=O)C2CC=CCC2C1=O)Nc1ccccc1Cl (stereo unspecified)	84	110	101	109	92	14	.	8
CC1(C)C(=O)OC(C(=O)c2ccc(C(C)(C)C)cc2)C(C)(C)C1=O (stereo unspecified)	108	95	100	100	82	14	107	1
CCOC(=O)CN1C(c2ccc(O)cc2)Nc2ccc(Br)cc2C1c1ccccc1 (stereo unspecified)	92	101	109	105	100	-6	108	0
COc1ccc(C2CC(=O)c3cnn(-c4nc(C)cc(C)n4)c3C2)cc1OC (stereo unspecified)	103	95	96	91	97	3	96	0
O=C(COc1ccccc1Cl)NC(=S)Nc1ccc(CN2CCOCC2)cc1	95	93	102	102	90	-8	110	0
CC(C)(C)NC(=O)C(c1ccc(O)cc1)N(C(=O)CCC(=O)Nc1nccs1)c1cccc(F)c1 (stereo unspecified)	114	105	119	109	94	-4	114	1
COc1ccc(C)cc1S(=O)(=O)N(CC(=O)N1CCOCC1)Cc1ccccc1	103	95	100	97	86	3	99	0
O=C(NNC1=NCCC1)c1ccc(Br)cc1	102	98	109	107	98	11	105	0
Cn1c(=O)c(C(=O)CN2CCN(S(=O)(=O)c3ccccc3)CC2)c(N)n(Cc2ccccc2)c1=O	94	103	90	99	84	27	94	2
COc1ccc(Cl)cc1NC(=O)C(C)N(C)Cc1ccc(C(F)(F)F)cc1 (stereo unspecified)	86	101	92	97	97	7	98	3
CCC(C)[C@H](NC(=O)NC(C)C)C(=O)O (stereo partly specified)	98	100	97	96	111	8	95	0
COC(=O)c1ccccc1NC(=O)CCn1c(=O)oc2ccccc21	93	98	99	104	93	-1	97	2
NNC(=O)CNC(c1ccccc1)c1cc(Br)ccc1NC(=O)c1ccc(Br)cc1 (stereo unspecified)	100	103	99	104	100	4	98	0
